Bioassay records from PubChem.
MgcRacGAP inhibition: MgcRacGAP GTPase-activating activity inhibitors, confirmation, biochemical, ADP Hunter fluorescence; AID 624330; MgcRacGAP-stimulated Rac1 GTP hydrolysis, ADP Hunter fluorescence; higher % means a stronger effect; GST-tagged Rac1 F28L mutant substrate; inhibition, % at 30 µM, or IC50 in µM where a hit was titrated; hit rate 0.6% among 340,000;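 active = first-screen hits whose inhibition reached a set limit at any dose in the follow-up dose series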;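 also: fluorescence reports GDP produced by GAP-driven GTP hydrolysis; strong numbers were not always called active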
SV40 large T antigen: TAg ATPase/helicase activity blockers – biochemical (AID 1903). hit rate 0.39% among 310,000. SV40 large T antigen ATPase/helicase inhibition assay; higher % means a stronger effect. inhibition, % at 20 µM, or IC50 in µM where a hit was titrated; in the data active = a potency from the dose series; also: strong numbers were not always called active
* = called active by the depositor; nt = not tested or not shown. The list is partial; rates above refer to the full screens.

Structure	MgcRacGAP inhibition	SV40 large T antigen
C=CCN(Cc1cccs1)C(=O)CN1CCN(S(=O)(=O)c2ccc3c(c2)OCCCO3)CC1	1%	nt
C[C@H](O)[C@@H]1C(=O)N2CCc3ccc(-c4cccc(F)c4)cc3[C@@H]2C[C@@H]1N(C)C(=O)C(C)(C)C	8%	nt
Cc1ccc(C(=O)N(C)CCOc2ccccc2)cc1S(=O)(=O)N1CCCCC1	4%	nt
Cc1cc2c(cc(C(=O)OC(C)C(=O)NCc3ccc(F)cc3)n2C)o1 (centres undefined)	9%	nt
Cc1nn(CC(=O)Nc2ccc(N3CCOCC3)cc2)c(C)c1[N+](=O)[O-]	7%	nt
C[C@H](CO)N1C[C@H](C)[C@@H](CN(C)CC2CCCCC2)Oc2c(NC(=O)Cc3ccccc3)cccc2C1=O	5%	nt
O=C(CCNC(=O)c1ccccc1)Nc1ccc(S(=O)(=O)Nc2ncccn2)cc1	1%	nt
CN(C)CCCNC(=O)C[C@H]1C[C@H](C(=O)N2CCCCC2)[C@@]2(CCc3ccccc3)c3[nH]c4cc(-c5ccco5)ccc4c3CCN2C1=O	13%	nt
O=C1NC(=S)NC1=Cc1ccco1	43%	nt
CC(C)C[C@H]1CN([C@@H](CC(C)C)CN2CCC[C@@H]2CN2C(=O)C(=O)NC[C@@H]2Cc2ccccc2)C(=O)C(=O)N1CC1CCCCC1	7%	nt
Cc1cccc(C(=O)OCC(=O)N2CCc3ccccc3C2)c1O	0%	nt
CC(Sc1nnc(-c2cccnc2)n1N)C(=O)Nc1ccc2c(c1)OCCO2 (centres undefined)	3%	nt
CC1CCCCC1NC(=O)c1ccc2c(c1)OCCO2 (centres undefined)	3%	nt
O=C(Nc1ccc(Cl)cn1)c1ccc(-c2ccc(Cl)c(Cl)c2)o1	10%	nt
N#Cc1cccc(OC(=O)C2CCN(C(=O)c3ccc(F)cc3)CC2)c1	9%	nt
O=C(O)c1ccc(S(=O)(=O)NN=Cc2c[nH]c3ccccc23)cc1	14%	nt
Cc1ccc(S(=O)(=O)N(C)C)cc1NC(=O)COC(=O)CNC(=O)C12CC3CC(CC(C3)C1)C2	6%	9%
Cc1ccc(NC(=O)CNC(=O)CC23CC4CC(CC(C4)C2)C3)c(O)c1	3%	11%
COCCN(C(=O)COC(=O)c1cccnc1SC)c1c(N)n(Cc2ccccc2)c(=O)[nH]c1=O	2%	12%
COc1cccc(SCc2noc(C(=O)NCCC(C)C)c2C(=O)NCCC(C)C)c1	0%	4%
COc1ccc(S(=O)(=O)NCc2cccnc2)cc1NC(=O)c1ccc(C)cc1	10%	0%
O=C(CCNS(=O)(=O)c1ccccc1C(F)(F)F)NNC(=O)C1COc2ccccc2O1 (centres undefined)	4%	10%
CN(C)CCCC1Sc2ccccc2Sc2ccccc21 (centres undefined)	210µM*	5%
Cc1cc(C)c(C)c(S(=O)(=O)N2CCN(C(=O)c3ccc4c(=O)n5c(nc4c3)CCC5)CC2)c1C	11%	21%
COC(=O)[C@]1(C)N[C@H](c2ccc(SC3CCCCC3)cc2)[C@@H]2C(=O)N(C)C(=O)[C@@H]21	13%	6%
Cc1ccc(OCCNC(=O)CCNS(=O)(=O)c2ccc(C)cc2)cc1	4%	6%
Cn1nc(-c2ccccc2)cc1NC(=O)c1ccc(Cl)cc1	8%	17%
CCCOc1cc2c(C#N)c(N3CCCC3)nc(N)c2c(N)n1	4%	4%
CN(C)c1cc(-c2cccc(C(F)(F)F)c2)oc(=O)c1Cl	3%	5%
C=CCOc1ccc(/C=C/C(=O)OCC(=O)N2CCCc3ccccc32)cc1	4%	-1%
COc1ccc(Cl)cc1Nc1nc(NCCO)nc(N2CCCCC2)n1	4%	21%
O=C(COC(=O)c1ccccc1[N+](=O)[O-])NC(=O)c1ccccc1	7%	7%
CCC(C)N(C(=O)Cn1c(=O)cnc2ccccc21)C1CCS(=O)(=O)C1 (centres undefined)	7%	30%
O=C(NCCSc1ncc(-c2ccccc2)[nH]1)c1ccco1	7%	23%
C#Cc1ccc2c(c1)COc1c3ccccc3nn1-2	7%	22%
COc1ccc([C@@H]2CC=C(C(=O)O)[C@H](c3ccc(F)cc3)N2S(=O)(=O)c2ccc(Cl)cc2)cc1	5%	3%
O=S(=O)(Nc1cccc(-c2ccc3nncn3n2)c1)c1ccccc1F	-5%	0%
C[C@H]1CN=C(N(C)C)N1CC1CCCC1	4%	8%
CCOc1ccc(CCNC(=O)COC(=O)c2sccc2C)cc1OCC	5%	13%
CCOC(=O)CN1C(=O)N[C@@H](CCc2ccccc2)[C@H](C(=O)OC)[C@H]1C	11%	5%
CC1CCC(NC(=O)COC(=O)CSc2ccc(C(N)=O)cc2[N+](=O)[O-])CC1 (centres undefined)	2%	11%
CCSc1cnn(-c2ccccc2)c(=O)c1Cl	10%	10%
CCN(CC(=O)NCc1cccs1)C(=O)c1cccc(S(=O)(=O)NCc2ccccc2)c1	6%	9%
CCOc1cc2c(C#N)c(N(CC)CC)nc(N)c2c(N)n1	8%	20%
O=C1CCC(c2ccc(-n3ccnc3)cc2)=NN1	8%	25%
Nc1ccc(C(=O)OCCc2ccccc2)cc1	7%	16%
Cc1ccc2ccc[n+](Cc3ccccc3)c2c1	7%	12%
CC(=O)Nc1ccc(NC(=O)C2CCN(c3c(Cc4ccccc4)c(C)nc4ncnn34)CC2)cc1	8%	5%
O[C@@H](c1cc(C(F)(F)F)nc2c(C(F)(F)F)cccc12)[C@H]1CCCCN1	0%	3%
c1ccc(/N=C2\N=C(Nc3ccccn3)c3ccccc32)nc1	12%	20%
O=C1CC2(CCN(C(=O)c3cccc(F)c3)CC2)Oc2ccccc21	-1%	3%
C=CCN1CCc2cc(O)c(O)cc2C(c2ccccc2)C1 (centres undefined)	-9%	20%
Cc1nnc(NC(=O)C2CSC3(C)CCC(=O)N23)s1 (centres undefined)	4%	23%
CCCN(C(=O)c1cc(CC)c(C)s1)c1c(N)n(Cc2ccccc2)c(=O)[nH]c1=O	11%	10%
O=C(c1ccc(S(=O)(=O)Nc2ccccc2)cc1)N1CCC1	4%	12%
O=C1N[C@@H](Cc2ccccc2)C(=O)N2[C@H]1C[C@]1(Br)c3ccccc3N(S(=O)(=O)c3ccc(F)cc3)[C@H]21	9%	4%
Cc1onc(-c2c(F)cccc2Cl)c1C(=O)Nc1cccc(S(=O)(=O)NC2=NCCC2)c1	9%	18%
COc1ccccc1CNC(=O)Cn1nc(C)c([N+](=O)[O-])c1C	11%	15%
COc1ccc(CNC(=O)C(=O)NCC2CCCN2S(=O)(=O)c2ccccc2)cc1 (centres undefined)	13%	12%
CCN(CC(=O)NCc1cccs1)C(=O)/C=C/c1cccc(Cl)c1Cl	2%	7%

The list continues.
Structure	MgcRacGAP inhibition	SV40 large T antigen
COc1ccccc1NS(=O)(=O)c1ccc(C(=O)NCC2(N(C)C)CCCCC2)cc1	7%	10%
CCOc1ccc(OCCC(=O)N(CCCOC)c2c(N)n(Cc3ccccc3)c(=O)[nH]c2=O)cc1	2%	6%
Cc1ccc(C(=O)Nc2ccc(Nc3ccccc3)cc2)cc1C	23%	7%
Cc1cccnc1NC(=O)c1ccc2c(c1)OCO2	2%	26%
COc1ccc(C)cc1-n1ccn(CC(=O)Nc2ccc(Br)cc2F)c(=O)c1=O	3%	3%
O=C(c1cc(-c2ccccc2)nn1-c1ccccc1)N1CCN(S(=O)(=O)c2cccc(F)c2)CC1	-5%	11%
CN(C)CCCN1c2ccc([N+](=O)[O-])cc2CCc2cc([N+](=O)[O-])ccc21	20%	6%
C=CCNC(=O)c1onc(CSc2ccccc2)c1C(=O)NCC=C	3%	3%
CCc1noc(C)c1C(=O)Nc1nc(-c2ccc(NC(C)=O)cc2)cs1	-3%	20%
CC1CCCC(NC(=O)CCNC(=O)c2ccc(Br)cc2)C1C (centres undefined)	5%	4%
Cc1cccc(C)c1NC(=O)CN(C)C(=O)c1ccccc1SCC(=O)N1CCCC1	2%	13%
CN(C)S(=O)(=O)NCC1CCCN(Cc2cc3ccccc3s2)C1 (centres undefined)	-1%	12%
Cc1ccc2nc(-c3ccccc3)cc(C(=O)NNC(=O)c3csc(N4CCOCC4)n3)c2c1	5%	8%
COc1ccccc1/C=N\NC(=O)c1ccc(COc2ccc(C)c(C)c2)o1	9%	17%
CN(C)C(=O)N=NC(=O)N(C)C	24%	15%
C/C(=C(/CCO)SSCC1CCCO1)N(C=O)Cc1cnc(C)nc1N (centres undefined)	9%	26%
COc1ccc2c(C(=O)c3ccc(C)cc3)n(CCCC(N)=O)[n+]([O-])c2c1	5%	9%
O=C(CCNC(=O)c1ccc(Br)cc1)Nc1cccc(S(=O)(=O)N2CCCCC2)c1	10%	11%
COC(=O)C1=C(CCc2ccccc2)NC(=O)NC1c1ccc(C#N)cc1 (centres undefined)	9%	16%
COc1ccc(Cl)cc1NS(=O)(=O)c1cccc(C(=O)NC2CCC(O)CC2)c1 (centres undefined)	5%	12%
COc1cc(/C=N/NC(=O)c2cc(-c3cccc(Br)c3)nc3ccccc23)cc(OC)c1O	14%	3%
N#CCCC(CCC#N)(CCC#N)c1cc[n+](CCc2ccccn2)cc1	6%	3%
CCSc1c([N+](=O)[O-])c(=O)n(-c2ccccc2)c2ccccc12	18%	23%
Cc1ccc(OCCCC(=O)NNC(=O)c2ccncc2)cc1	-5%	22%
Cc1ccc(C(=O)N/C(=C/c2ccc(-c3ccc([N+](=O)[O-])cc3)o2)C(=O)NCCCN(C)C)cc1	0%	20%
COc1ccccc1CCC(=O)OCC(=O)N1CCN(S(=O)(=O)c2ccc(C)cc2C)CC1	10%	15%
COc1ccccc1NC(=O)COC(=O)COc1cccc2c1OC(C)(C)C2	3%	2%
CCCCn1c(N)c(N(CC)C(=O)c2cc(S(=O)(=O)N3CCCCCC3)ccc2OC)c(=O)[nH]c1=O	5%	20%
Cc1cc(C)cc(NC(=O)COc2coc(CN3CCc4ccccc43)cc2=O)c1	1%	12%
Cc1ccc(SCC(=O)OCC(=O)NCCNC(=O)COC(=O)CSc2ccc(C)c(C)c2)cc1C	5%	8%
COc1ccc(OC)c(-c2csc(NC(=O)C3=COCCO3)n2)c1	4%	23%
O=C(NCCSc1ccccc1)c1ccccc1F	3%	13%
CCOc1ccc(C(=O)NCC(c2ccco2)N2CCOCC2)cc1 (centres undefined)	1%	8%
COc1ccc(NC(=O)CN(C)C(=O)CCCNC(=O)c2ccc(Cl)cc2)cc1	-1%	7%
N#Cc1c(F)cccc1NCCCn1ccnc1	-1%	10%
O=C(Nc1ccccn1)C1CCN(S(=O)(=O)c2ccc(Cl)cc2)CC1	0%	-5%

Some of the entries so far, with values ahead of the structure.
MgcRacGAP inhibition,SV40 large T antigen,SMILES
-5%,22%,Cc1ccc(OCCCC(=O)NNC(=O)c2ccncc2)cc1
0%,20%,Cc1ccc(C(=O)N/C(=C/c2ccc(-c3ccc([N+](=O)[O-])cc3)o2)C(=O)NCCCN(C)C)cc1
10%,15%,COc1ccccc1CCC(=O)OCC(=O)N1CCN(S(=O)(=O)c2ccc(C)cc2C)CC1
3%,2%,COc1ccccc1NC(=O)COC(=O)COc1cccc2c1OC(C)(C)C2
5%,20%,CCCCn1c(N)c(N(CC)C(=O)c2cc(S(=O)(=O)N3CCCCCC3)ccc2OC)c(=O)[nH]c1=O
1%,12%,Cc1cc(C)cc(NC(=O)COc2coc(CN3CCc4ccccc43)cc2=O)c1
5%,8%,Cc1ccc(SCC(=O)OCC(=O)NCCNC(=O)COC(=O)CSc2ccc(C)c(C)c2)cc1C
4%,23%,COc1ccc(OC)c(-c2csc(NC(=O)C3=COCCO3)n2)c1
3%,13%,O=C(NCCSc1ccccc1)c1ccccc1F
1%,8%,CCOc1ccc(C(=O)NCC(c2ccco2)N2CCOCC2)cc1 (centres undefined)
-1%,7%,COc1ccc(NC(=O)CN(C)C(=O)CCCNC(=O)c2ccc(Cl)cc2)cc1
-1%,10%,N#Cc1c(F)cccc1NCCCn1ccnc1
0%,-5%,O=C(Nc1ccccn1)C1CCN(S(=O)(=O)c2ccc(Cl)cc2)CC1

(next part)
Structure	MgcRacGAP inhibition	SV40 large T antigen
CCCCNc1c(C(=O)OCC)c(C)nc2c1cnn2CC	6%	3%
CCOc1ccccc1N1CCN(C(=O)CN2C(=O)NC3(CCCC3)C2=O)CC1	7%	10%
Cc1ccc2nc3n(c2c1)CCCN3	8%	5%
COc1cc(NC(=O)C2CC(=O)N(Cc3ccco3)C2)cc(OC)c1 (centres undefined)	5%	12%
CC(C)C[C@@]12C(=O)N(c3cccc(Br)c3)C(=O)N1[C@H](c1ccc(F)cc1)[C@@H]1C(=O)N(C3CCCCC3)C(=O)[C@@H]12	10%	-3%
CN1CCc2c(sc(NC(=O)CS(=O)(=O)c3ccc(F)cc3)c2C(N)=O)C1	4%	12%
COc1ccc([C@@H]2CC(=O)c3c(O)cc(O[C@@H]4OC(CO[C@@H]5OC(C)[C@H](O)[C@H](O)C5O)[C@@H](O)[C@@H](O)C4O)cc3O2)cc1O (some centres undefined)	4%	18%
